High-throughput results from PubChem.
Dynein transport – blocks dynein driven cargo transport along microtubules. z-score, hits read low. 3617.4 mouse cells, GR-EGFP nuclear translocation imaging; test concentration mostly 20 µM; stimulated with dexamethasone, 1 µM; active compounds read low. 0.47% of 220,000 active;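 active = plate z-score of nuclear minus cytoplasmic receptor signal below a set negative limit, without overly bright fluorescence or cell loss, cut at about -3.5 in these data, passing the limit was not always enough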;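 also: z-score of nuclear minus cytoplasmic ring GR-EGFP intensity difference per well; some compounds called inactive have numbers as strong as hits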
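Also added – dexamethasone, 1.0 µM final · Buffer or medium – tet-free, stripped-serum medium · Schedule – induction 48 h, compound 1 h, agonist 30 min · Detection – formaldehyde fixation, Hoechst nuclear stain, 10x automated fluorescence imaging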
Yfh1-depleted yeast – enhancers of respiration in Yfh1-depleted yeast, dose response, Friedreich's ataxia, plus single-dose screen (AID 1465). S. cerevisiae Yfh1-off respiration, WST-1 reduction, 72 h; higher fold induction means a stronger effect. one-dose fold induction at 50 µM; EC50 in µM for titrated hits. 0.074% of 220,000 active;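 active = fold induction of absorbance versus untreated yeast above a set limit, then at least 30% activation at any dose in follow-up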;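 also: activators that raise dye reduction in frataxin-depleted yeast; strong numbers were not always called active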
WT yeast gro inh – growth inhibition of WT yeast, mitochondrial fusion screen; mitochondrial fusion phenotypic screen, WT strain; inhibition, % at 10 µM; 2.1% of 190,000 active; in the data active = inhibition above about 58%; tested in S. cerevisiae
HIV peptide binding – inhibitors of HIV fusion peptide binding, primary screen, biochemical, uHTS, fluorescence dequenching (AID 1986) | cell-free peptide binding, fluorescence dequenching, 30 min; higher % means a stronger effect | inhibition, % at 20 µM; hits with a dose series show IC50 in µM | 0.3% of 290,000 active; in the data active = inhibition mostly above about 52%, no sharp cut-off; inactive = mostly below about 76%; also: some results filed as inactive read as strong as hits
MT stabilize HCS – microtubule stabilizers in HeLa cells. HeLa tubulin immunostaining HCS, 24 h; share of cells brighter than vehicle mean+2SD. % tubulin-high responders, % at 10 µM. 0.83% of 200,000 active;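 active = plate Z-score above 3 for both tubulin-high and condensed-nucleus cell shares, with cell loss under 80%, at 10 µM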;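 also: anti alpha tubulin signal scored within the nucleus-defined area of each cell; some results filed as inactive read as strong as hits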
Autophagy HCS – modulators of autophagy. MEF GFP-LC3 puncta imaging; test concentration mostly 10 µM. calls only at 10 µM (by protocol). 0.98% of 190,000 active. AID 463193;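 active = percentage of spot-positive cells more than 3 SD above its plate mean, without a fluorescence outlier flag or 80% toxicity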;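 also: spot-positive cell cutoff set from DMSO-treated cells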
b-catenin transl – alters nuclear translocation of beta-catenin in HeLa cells; immunofluorescence imaging; nuclear translocation activity, % at 5 µM; 0.3% of 190,000 active; AID 1665;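 active = nuclear translocation activity above 50% at 5 µM, with a well cell count of 50 or more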;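 also: per-cell ratio of nuclear to cytoplasmic median beta-catenin stain intensity; plate controls were DMSO negative control for no effect and GSK-3 inhibitor IX positive control for full effect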
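Test system: human HeLa cell line; Doses: 5 µM primary, 0.02–20 µM confirmation; Incubation: 24 h compound exposure, 37°C; Detection: beta-catenin immunofluorescence imaging with DAPI; Read-out: beta-catenin nuclear/cytoplasmic ratio, % activation.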
Insulin prom up – MIN6 insulin promoter up-regulation; 0.3% of 190,000 active; MIN6 insulin promoter-GFP reporter, high-content imaging; active compounds read high; AID 1625; z-score at 5 µM;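 active = z-score above 3 at 5 µM with at least 500 cells counted in the well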
AID2073 – inhibitors of Mint1-CaV2.2 protein interaction, biochemical, HTRF (AID 2073) | one-dose inhibition, % at 20 µM; IC50 in µM for titrated hits | HTRF protein-protein interaction, Mint1-CaV2.2; higher % means a stronger effect | 0.19% of 290,000 active; in the data active = inhibition mostly above about 51%, no sharp cut-off; also: some results filed as inactive read as strong as hits
WT yeast gro inh mutant strain – further read-out of WT yeast gro inh, marked with its call; inhibition, %; mitochondrial fusion phenotypic screen, mutant strain inhibition
Dynein transport cytoplasmic EGFP – further read-out of Dynein transport, marked with its call; z-score; measured here: cytoplasmic GR-EGFP intensity; active compounds read high
Dynein transport nuclear GR-EGFP – recorded beside Dynein transport, whose call it bears; z-score; measured here: nuclear GR-EGFP intensity;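 lower value marks the stronger effect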
Dynein transport cell count – second read-out of Dynein transport, no call of its own (marks repeat the call); z-score; measured here: cell count per field
Insulin prom up cell count – also measured in Insulin prom up; calls as there; cell count; measured here: cytotoxicity, nuclei count;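 total cells summed across four imaged fields per well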
b-catenin transl cell count 5 µM – also measured in b-catenin transl; calls as there; cell count; measured here: cell count, cytotoxicity flag
MT stabilize HCS Hoechst-high % – recorded beside MT stabilize HCS, whose call it bears; % Hoechst-high responders; measured here: nuclear condensation Hoechst responders;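 share of cells brighter than vehicle mean plus two SD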
MT stabilize HCS cytotoxicity % – recorded beside MT stabilize HCS, whose call it bears; toxicity, %; measured here: cytotoxicity by cell density;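 0% = mean cell density of plate MIN control wells and 100% = no cells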
Autophagy HCS cell loss 18 h – further read-out of Autophagy HCS, marked with its call; toxicity, %; measured here: cell loss, nuclei count;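 cell loss after 18 h compound exposure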
Numbers without * were called inactive; i = inactive; x = not tested or not shown; & = joins results of further samples.

SMILES	Dynein transport	Dynein transport cytoplasmic EGFP	Dynein transport nuclear GR-EGFP	Dynein transport cell count	Yfh1-depleted yeast	WT yeast gro inh	WT yeast gro inh mutant strain	HIV peptide binding	MT stabilize HCS	MT stabilize HCS Hoechst-high %	MT stabilize HCS cytotoxicity %	Autophagy HCS	Autophagy HCS cell loss 18 h	b-catenin transl	b-catenin transl cell count 5 µM	Insulin prom up	Insulin prom up cell count	AID2073
CN1CCN(C(=O)/C(=C\c2ccccc2)c2ccccc2)CC1	0.81	0.091	0.7	-0.23	i	1	5	-1.5%	1.3	1.1	7.7	i	10	-0.1	1200	0.04	935	-11%
CCOc1ccc(S(=O)(=O)N(C)C)cc1-c1nc2c(C(C)(C)C)nn(C)c2c(=O)[nH]1	0.59	0.12	0.73	-0.79	i	22	9	-0.5%	1.2	1.2	7.6	i	-12	0.6	1152	0.27	875	-3%
CCS(=O)(=O)c1ccc(O)c(NC(=O)NC2CCCCC2)c1	-0.93	-0.29	0.22	0.63	i	x	x	-1.3%	x	x	x	x	x	-1.2	1287	1.4	1074	-5%
O=C(CSc1n[nH]c(-c2ccc(S(=O)(=O)NC3CCCCC3)cc2)n1)N1CCCC1	-0.21	-0.16	-0.21	0.12	i	16	8	2.2%	1.4	2.1	8.2	i	-2	-6.7	984	0.42	1377	6%
O=C(NCc1ccc2c(c1)OCO2)C1CC(c2ccc(Cl)cc2)=NO1 (stereo not drawn)	-0.14	-0.21	-0.84	0.9	i	-1	4	-2.8%	2.6	2.4	4.6	i	-4	2.5	1376	0.08	1645	24%
Cc1ccc(NC(=S)N(CCN(C)C)C(C)c2ccco2)cc1Cl (stereo not drawn)	-0.19	-0.19	0.77	-0.14	i	x	x	0.8%	x	x	x	x	x	-1.2	1423	-0.67	971	-17%
O=C(O)c1cc(-c2ccccc2)c(N2CCOCC2)s1	-0.91	-0.17	-0.2	0.68	i	2	-18	0.4%	1.9	1.4	9.6	i	12	x	x	-0.48	905	-13%
CN(C)c1ccc(N2CC(C)(C)C2=O)cc1	0.83	-0.12	0.68	-1.4	i	-24	-6	0.2%	2.9	2.1	5.1	i	-1	3.1	1063	-0.07	1172	-1%
Cc1cc(C(=O)N2CCN(c3ncccc3C#N)CC2)no1	-0.85	-0.25	-0.51	1.7	i	x	x	-1.4%	x	x	x	x	x	-0.6	1089	0.74	1342	-7%
CCn1c(=O)n(CCOC)c(=O)c2c3c(sc21)CCCC3	2	-0.18	0.91	-0.88	i	0	-8	0.8%	3.9	2.3	4.1	i	-5	0.2	392	x	x	-4%
O=C(O)CSc1nc2ccc(Cl)cc2[nH]1	-0.8	-0.3	-0.16	1	i	1	3	7.1%	3.8	1.6	6.0	i	-6	-1.4	1162	1.1	1314	6%
Cc1ccc(-n2nc3ccc(NC(=O)c4ccco4)cc3n2)cc1	1.1	-0.13	0.65	-0.77	i	22	25	-3.0%	2.0	1.4	5.4	i	-2	2.0	1123	-0.42	888	24%
CCC(C)NS(=O)(=O)c1ccc(NC(=O)C(Sc2ccccc2)c2ccccc2)cc1 (stereo not drawn)	-0.1	-0.23	0.24	-0.33	i	10	3	-0.4%	5.6	1.7	6.4	i	1	0.5	1092	-1.6	1482	11%
CCC(c1nnc(SCc2nc3ccccc3s2)n1Cc1ccccc1)N(C)C (stereo not drawn)	-1.2	-0.31	-1.2	0.92	i	-13	0	-3.3%	5.5	3.5	5.6	i	-7	-0.7	1162	-0.12	958	-3%
O=C(NC(=S)Nc1ccc(CN2CCOCC2)cc1)c1ccc([N+](=O)[O-])cc1Cl	-0.0053	-0.23	0.66	0.39	i	5	17	0.2%	4.2	2.6	5.0	i	8	-2.6	901	-0.46	1507	-5%

By substructure, those above containing a COOH group
SMILES	Dynein transport	Dynein transport cytoplasmic EGFP	Dynein transport nuclear GR-EGFP	Dynein transport cell count	Yfh1-depleted yeast	WT yeast gro inh	WT yeast gro inh mutant strain	HIV peptide binding	MT stabilize HCS	MT stabilize HCS Hoechst-high %	MT stabilize HCS cytotoxicity %	Autophagy HCS	Autophagy HCS cell loss 18 h	b-catenin transl	b-catenin transl cell count 5 µM	Insulin prom up	Insulin prom up cell count	AID2073
O=C(O)c1cc(-c2ccccc2)c(N2CCOCC2)s1	-0.91	-0.17	-0.2	0.68	i	2	-18	0.4%	1.9	1.4	9.6	i	12	x	x	-0.48	905	-13%
O=C(O)CSc1nc2ccc(Cl)cc2[nH]1	-0.8	-0.3	-0.16	1	i	1	3	7.1%	3.8	1.6	6.0	i	-6	-1.4	1162	1.1	1314	6%

Next section.
SMILES	Dynein transport	Dynein transport cytoplasmic EGFP	Dynein transport nuclear GR-EGFP	Dynein transport cell count	Yfh1-depleted yeast	WT yeast gro inh	WT yeast gro inh mutant strain	HIV peptide binding	MT stabilize HCS	MT stabilize HCS Hoechst-high %	MT stabilize HCS cytotoxicity %	Autophagy HCS	Autophagy HCS cell loss 18 h	b-catenin transl	b-catenin transl cell count 5 µM	Insulin prom up	Insulin prom up cell count	AID2073
Cc1occc1C(=O)Nc1ccc2c(c1)CCC2	0.17	-0.25	0.24	0.65	i	12	4	0.5%	3.1	2.7	27	i	2	-1.2	1012	0.05	1721	0%
CCOC(=O)C1=C(C)NC(=O)NC1c1cccs1 (stereo not drawn)	0.11	-0.25	0.42	-0.39	i	-9	2	-0.3%	2.9	2.0	5.2	i	-8	2.3	887	-0.06	1476	3%
COc1ccc(OC)c(CN(CCCN2CCOCC2)S(=O)(=O)c2ccc(NC(C)=O)cc2)c1	-0.31	-0.22	-0.25	0.052	i	16	7	59%	1.6	2.1	5.5	i	-2	-3.4	1002	0.84	1280	4%
COc1ccc(CCN(C(=O)c2cccc(F)c2)C2CC(=O)N(c3ccc(OC)cc3)C2=O)cc1 (stereo not drawn)	-0.099	-0.22	-0.22	0.19	i	-16	-6	-1.9%	1.6	1.4	9.6	i	16	-1.2	1027	1	1767	34%
Fc1cccc(Cl)c1-c1nnc2ccc(C(F)(F)F)cn12	-0.29	0.67	0.27	0.71	i	-4	-6	-0.2%	4.0	2.2	5.1	i	7	0.3	963	0.02	1577	11%
CCCCC[n+]1ccn(C2=C([O-])c3ccccc3C(=O)/C2=N\S(=O)(=O)c2ccc(Cl)cc2)c1	-0.6	-0.28	0.33	0.76	i	x	x	-1.7%	x	x	x	x	x	-1.3	1305	0.32	941	8%
CCOC(=O)N1CCC(Nc2c(NCCCOC)c(=O)c2=O)CC1	0.32	-0.12	0.55	-0.73	i	13	-6	2.7%	3.7	1.6	8.1	i	12	-4.3	1183	0.3	1754	-2%
CCc1cc2c(nc1CC)CCN(CC/C(C)=N/O[C@@H](C)c1cc(-c3c(C)cc(C)cc3C)no1)C2	2.1	0.013	1.3	-0.31	x	36	-14	6.0%	5.3	3.9	6.9	i	3	-4.3	537	-1.1	647	1%
OC(c1ccccc1)c1nc2ccccc2s1 (stereo not drawn)	-0.45	-0.36	-0.09	0.4	i	-4	3	-2.0%	4.2	2.0	6.9	i	-42	-1.7	1155	0.51	932	-2%
CC(C)N(C(=O)c1sc2cc([N+](=O)[O-])ccc2c1Cl)C(C)C	0.25	-0.22	0.3	0.94	i	0	18	0.0%	2.9	0.8	4.1	i	-1	x	x	1.2	927	-4%
COc1ccc(CCn2c(=S)[nH]c3cc(C(=O)NCc4ccco4)ccc3c2=O)cc1OC	0.29	-0.27	0.21	-0.36	x	1	6	1.1%	4.2	4.7	11	i	3	3.4	1374	-1.7	924	-14%
Oc1c(C=C2N=c3ccccc3=N2)sc(=S)n1-c1ccc(F)cc1	0.96&-0.56	-0.068&-0.23	0.62&-0.8	-1.5&0.51	i	-6&-2	-19&-15	47%&11%	4.0&2.7	2.4&2.3	11&8.0	i	5&-25	-4.0	1110	0.76	1238	5%&-16%
CCOC(=O)c1ccc(NC(=O)CSc2nnc(C3CCCCC3)n2C)cc1	-0.5	-0.23	-0.0043	-0.85	i	8	2	2.3%	3.7	1.8	3.6	i	-16	2.6	570	x	x	-4%
Cc1cc(-c2n[nH]c(=S)n2/N=C/C=C/c2ccco2)n[nH]1	1.3	-0.061	1.3	-2.4	i	x	x	15%	x	x	x	x	x	-0.7	1305	0.26	1097	-28%
COc1ccc(CCN=CC2=C(O)CC(C)(C)CC2=O)cc1	1.7	-0.14	0.47	-2.5	i	5	18	3.8%	2.1	1.8	4.7	i	-3	-1.2	1389	-0.36	1646	-2%
CC(C)NC(=S)N1CCN(c2ncccn2)CC1	-0.68	-0.27	-0.72	1.4	i	-14	-6	-1.5%	2.3	1.7	7.5	i	3	x	x	1.2	1191	-22%
CCc1ccc(N2CC(C(=O)Nc3nnc(CC)s3)CC2=O)cc1 (stereo not drawn)	-0.61	-0.26	-0.16	1.3	i	2	20	-1.8%	1.9	1.2	6.0	i	-11	x	x	x	x	1%
CC(C)(C)OC(=O)N1CCCC1C(=O)O (stereo not drawn)	0.83	-0.17	0.58	0.94	i	9	-5	-1.8%	2.1	1.8	9.3	i	0	0.9	1005	0.17	1731	-5%
CCOC(=O)Cc1nnc2c(Nc3ccc(C)cc3)nc3nonc3n12	-0.25	-0.24	0.1	-0.071	i	9	-5	-2.0%	2.7	1.6	7.8	i	-2	0.5	1104	-1.1	1701	6%
S=C(NCc1cccs1)NCC1CCCO1 (stereo not drawn)	-0.37	-0.34	-0.28	0.47	i	9	-3	-2.8%	1.7	1.5	6.4	i	-4	1.2	960	-0.26	1419	-4%
Cc1ccccc1NC(=O)c1ccc([N+](=O)[O-])o1	-1.1	-0.27	-0.39	1	i	1	-5	0.1%	3.3	1.9	4.9	i	1	8.1	835	0.48	1300	34%

Some entries already given, reduced to AID2073 and Insulin prom up cell count:
compound,AID2073,Insulin prom up cell count
S=C(NCc1cccs1)NCC1CCCO1 (stereo not drawn),-4%,1419
CC(C)(C)OC(=O)N1CCCC1C(=O)O (stereo not drawn),-5%,1731
